Mcl1 Bid PPI: disrupts binding of human Mcl-1 to Bid peptide; Q07820; TR-FRET Mcl-1/Bid-Dy647 peptide binding, 1536-well; inhibition, % at 21.7 µM; 0.97% of 220,000 active;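 active = compounds that cut the binding signal by more than half at the single screening dose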;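 note: His-tagged Mcl-1 with europium anti-His antibody binding Bid BH3 peptide; 0% = Mcl-1 plus peptide wells and 100% = peptide-only wells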
ABCG2 block: inhibitors of human ABCG2 transporter, ABCB1 counter-screen; AID 1325; 0.1% of 190,000 active; inhibition, % at 6.6 µM; IgMXP3 cells, JC-1 efflux, flow cytometry; Q9UNQ0;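 active = inhibition above 80%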;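 note: 0% = DMSO and 100% = nicardipine control wells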
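System: two drug-resistant human cell lines, ABCG2 and ABCB1; controls: nicardipine high and DMSO low controls; times: 10 min exposure at 25 °C with rotation, no wash; detection: flow cytometry of retained JC-1 fluorescence; read-out basis: percent efflux inhibition, scaled nicardipine 100% to DMSO 0%; doses: one concentration, 6.6 µM final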
Avidin fluor: compound fluoresces at 488/530 nm on avidin beads; compound fluorescence 488/530 nm, flow cytometry; active compounds read high; fluorescence (KMESF) at 10 µM; AID 1775; 0.38% of 220,000 active; in the data active = fluorescence above about 47; note: inactives centre near 10
ABCB1 inh: blocks JC-1 efflux by human ABCB1 transporter; P08183; CCRF-Adr cells, flow cytometry; inhibition, % at 6.6 µM; 0.067% of 190,000 active; AID 1326; in the data active = inhibition above about 40%;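 note: 0% = vehicle and 100% = reference inhibitor; higher value means more JC-1 retained so stronger ABCB1 efflux block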
Target sequence (P08183 whole entry, looked up): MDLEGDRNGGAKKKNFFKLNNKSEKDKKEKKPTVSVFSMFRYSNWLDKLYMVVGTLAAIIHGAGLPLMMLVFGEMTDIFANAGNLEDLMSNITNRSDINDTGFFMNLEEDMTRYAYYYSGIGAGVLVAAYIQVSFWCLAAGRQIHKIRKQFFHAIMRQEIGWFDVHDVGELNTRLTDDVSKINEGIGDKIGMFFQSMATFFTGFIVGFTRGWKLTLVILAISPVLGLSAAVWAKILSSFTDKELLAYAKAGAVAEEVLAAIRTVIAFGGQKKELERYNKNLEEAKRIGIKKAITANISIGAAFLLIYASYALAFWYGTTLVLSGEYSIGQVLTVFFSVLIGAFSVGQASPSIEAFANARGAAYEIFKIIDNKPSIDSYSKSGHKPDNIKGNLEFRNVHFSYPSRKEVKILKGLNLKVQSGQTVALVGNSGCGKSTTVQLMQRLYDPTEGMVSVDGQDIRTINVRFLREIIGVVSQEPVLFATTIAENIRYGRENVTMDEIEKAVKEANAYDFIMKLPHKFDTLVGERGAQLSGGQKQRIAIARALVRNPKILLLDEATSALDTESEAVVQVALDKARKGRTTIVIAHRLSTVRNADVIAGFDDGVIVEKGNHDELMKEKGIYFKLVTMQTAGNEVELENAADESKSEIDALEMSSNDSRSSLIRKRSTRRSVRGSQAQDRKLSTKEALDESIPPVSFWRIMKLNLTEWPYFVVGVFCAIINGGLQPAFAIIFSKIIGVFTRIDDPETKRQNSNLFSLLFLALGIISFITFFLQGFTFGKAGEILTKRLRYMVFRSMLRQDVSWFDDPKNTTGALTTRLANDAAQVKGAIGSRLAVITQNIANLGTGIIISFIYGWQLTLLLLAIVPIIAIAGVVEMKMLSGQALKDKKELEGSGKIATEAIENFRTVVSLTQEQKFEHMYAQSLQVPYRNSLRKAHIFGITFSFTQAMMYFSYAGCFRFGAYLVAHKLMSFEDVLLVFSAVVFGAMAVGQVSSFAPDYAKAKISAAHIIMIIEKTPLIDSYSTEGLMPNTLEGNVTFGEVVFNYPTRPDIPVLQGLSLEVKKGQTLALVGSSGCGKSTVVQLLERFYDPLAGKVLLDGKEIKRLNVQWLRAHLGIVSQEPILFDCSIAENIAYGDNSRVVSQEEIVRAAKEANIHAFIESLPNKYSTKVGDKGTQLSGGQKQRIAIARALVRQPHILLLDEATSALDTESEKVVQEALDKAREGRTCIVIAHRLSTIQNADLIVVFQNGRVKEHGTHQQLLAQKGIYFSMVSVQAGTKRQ
GSH bead fluor: compound fluoresces at 488/530 nm on GSH beads | GSH beads flow cytometry, compound fluorescence 488/530 nm; active compounds read high | fluorescence (KMESF) at 10 µM | 0.25% of 190,000 active; in the data active = fluorescence above about 89;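 note: glutathione beads carrying GST-tagged Bcl family fusion proteins plus one bare bead set; values are compound well signal with DMSO vehicle wells as background; inactives centre near 16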
RGS4-Gao reg: human RGS4-Galphao interaction regulation; Multiplexed bead flow cytometry, RGS4-Galphao binding; actives lie on both sides; P09471; 0.33% of 220,000 active; binding response (% of control), % at 10 µM; AID 1415; in the data active = binding response below about 49% or above about 150%; inactive = in between;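 note: fluorescent Galphao activated with aluminum fluoride binding bead-coupled RGS4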
Mcl-1 Bim block: disrupts Bim peptide binding to human Mcl-1. Q07820. Bead-based flow cytometry, Bim peptide-Mcl-1 binding. inhibition, % at 10 µM. 0.1% of 190,000 active; in the data active = inhibition above about 40%;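 note: 0% = no compound tracer wells and 100% = peptide blocker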
RGS7-Gao reg: human RGS7-Galphao interaction regulation | P09471 | AID 1439 | 0.35% of 220,000 active | binding response (% of control), % at 10 µM | Multiplexed bead flow cytometry, RGS7-Galphao binding; actives lie on both sides; in the data active = binding response below about 49% or above about 150%; inconclusive = no clear call, values can overlap the other calls; inactive = in between;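 note: fluorescent Galphao held in activated GDP-AlF4 state binding bead-coupled RGS7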
Pf gametocyte: P. falciparum stage V gametocyte viability inhibition. 0.065% of 150,000 active. P. falciparum stage V gametocytes, ATP luminescence, 24 h. inhibition, % at 10.9 µM. AID 743093;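 active = inhibition above the mean plus 3 SD of compounds within the control limits, set per campaign, cut at about 38% in these data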;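 note: 0% = DMSO wells and 100% = medium only without gametocytes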
Mcl1-Noxa inh: Mcl-1/Noxa interaction inhibition. inhibition, % at 21.7 µM. 1.5% of 220,000 active. AID 1022. Q07820. TR-FRET Mcl-1/Noxa peptide binding, 2 h;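 active = compounds that cut the protein-peptide binding signal by more than 50% relative to plate controls in a single-dose test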;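 note: His-tagged Mcl-1 with rhodamine Noxa BH3 peptide and terbium anti-His antibody; 0% = Mcl-1 plus Noxa peptide wells and 100% = peptide-only wells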
RGS8-Gao reg: modulates binding of RGS8 to human Galphao | P09471 | multiplexed bead flow cytometry; actives lie on both sides | response (percent of control binding), % at 10 µM | 0.34% of 220,000 active | AID 1423; in the data active = response below about 60% or above about 140%; inactive = in between;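 note: Galphao activated as the GDP aluminium fluoride complex binding bead-coupled RGS8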
Active calls of the source: *; ? = inconclusive; · = no result given.

Keys – A = Mcl1 Bid PPI; B = ABCG2 block; C = Avidin fluor; D = ABCB1 inh; E = GSH bead fluor; F = RGS4-Gao reg; G = Mcl-1 Bim block; H = RGS7-Gao reg; I = Pf gametocyte; J = Mcl1-Noxa inh; K = RGS8-Gao reg
1: COc1ccc(-c2nn3c(-c4ccco4)nnc3s2)cc1OC
  A: -30 | B: 5 | C: 10 | D: 0.6 | E: 52 | F: 109 | G: 20 | H: 105 | I: · | J: 35 | K: 105

2: Cc1sc(C(=O)Nc2ccc3ccccc3c2)cc1CC(=O)O
  A: 3 | B: -1 | C: 10 | D: -0.2 | E: 15 | F: 100 | G: 0 | H: 105 | I: 5 | J: 18 | K: 102

3: CC(=O)N1CCN(S(=O)(=O)c2ccc(S(=O)(=O)NCC(C)C)cc2)CC1
  A: -9 | B: 3 | C: 8 | D: 0.6 | E: 8 | F: 103 | G: 17 | H: 101 | I: · | J: 6 | K: 103

4: Cn1c(=O)c2c(nc(SCC(=O)Nc3ccccc3)n2C)n(C)c1=O
  A: -20 | B: 1 | C: 8 | D: 0.3 | E: 20 | F: 101 | G: 0 | H: 96 | I: · | J: -13 | K: 101

5: O=C(NC(=S)Nc1ccc(S(=O)(=O)Nc2nccs2)cc1)c1cccc(F)c1
  A: -85 | B: -6 | C: 6 | D: -1.3 | E: 18 | F: 102 | G: -18 | H: 99 | I: 26 | J: 26 | K: 100

6: O=C(C1CCN(Cc2ccc(OCc3ccccc3)cc2)CC1)N1CCCC1
  A: 24 | B: -1 | C: 24 | D: 0.3 | E: 19 | F: 95 | G: -2 | H: 98 | I: 1 | J: 22 | K: 101

7: COc1ccc(NC(=O)CSc2nc3ccccc3c(=O)n2-c2ccc3c(c2)OCO3)c(OC)c1
  A: -8 | B: 4 | C: 10 | D: 3.2 | E: 7 | F: 95 | G: 1 | H: 100 | I: 0 | J: 0 | K: 100

8: Cc1ccc(C(=O)NNC(=S)NC(=O)c2ccco2)cc1
  A: -112 | B: 2 | C: 10 | D: 0.1 | E: 19 | F: 101 | G: -2 | H: 100 | I: -6 | J: -75 | K: 99

9: O=C(CSc1ccccn1)Nc1nc2ccc(Br)cc2s1
  A: -2 | B: 4 | C: 21 | D: 0.4 | E: 13 | F: 99 | G: -1 | H: 110 | I: · | J: 18 | K: 100

10: CCCCCc1nnc(NC(=O)C2COc3ccccc3O2)s1 (stereo unspecified)
  A: -23 | B: 0 | C: 23 | D: -0.1 | E: 11 | F: 98 | G: 1 | H: 108 | I: 5 | J: -4 | K: 104

Just Avidin fluor, RGS4-Gao reg and Pf gametocyte (2 entries from above):
item	SMILES	Avidin fluor	RGS4-Gao reg	Pf gametocyte
3	CC(=O)N1CCN(S(=O)(=O)c2ccc(S(=O)(=O)NCC(C)C)cc2)CC1	8	103	·
4	Cn1c(=O)c2c(nc(SCC(=O)Nc3ccccc3)n2C)n(C)c1=O	8	101	·

Continued:
Keys – A = Mcl1 Bid PPI; B = ABCG2 block; C = Avidin fluor; D = ABCB1 inh; E = GSH bead fluor; F = RGS4-Gao reg; G = Mcl-1 Bim block; H = RGS7-Gao reg; I = Pf gametocyte; J = Mcl1-Noxa inh; K = RGS8-Gao reg
11: CN(C(=O)COC(=O)/C=C/c1ccc(S(=O)(=O)N2CCc3ccccc32)cc1)C1CCS(=O)(=O)C1 (stereo unspecified)
  A: -13 | B: 1 | C: 10 | D: -0.2 | E: 15 | F: 102 | G: -1 | H: 103 | I: 5 | J: 7 | K: 101

12: COC(=O)CSc1nnc2cc(C)c3ccccc3n12
  A: -29 | B: · | C: 9 | D: · | E: · | F: 102 | G: · | H: ? | I: -1 | J: 7 | K: 105

13: O=c1cnnc(Nc2ccccc2)[nH]1
  A: -36 | B: 6 | C: 10 | D: 5.1 | E: 11 | F: 104 | G: 1 | H: ? | I: 10 | J: 10 | K: 102

14: CCOC(=O)c1c(NC(=O)C2CCN(S(=O)(=O)c3ccc(Cl)cc3)CC2)sc2c1CCCC2
  A: -20 | B: 33 | C: 21 | D: 0.6 | E: 11 | F: 99 | G: 0 | H: 100 | I: · | J: -67 | K: 101

15: Cc1cccc(OC(C)C(=O)N/N=C\c2ccncc2)c1 (stereo unspecified)
  A: -3 | B: 8 | C: 6 | D: 0.9 | E: 23 | F: 108 | G: 1 | H: 105 | I: -2 | J: -17 | K: 106

16: COc1ccc(/C=N/OCC(=O)N(Cc2ccccc2)c2ccccc2C(=O)O)cc1
  A: -15 | B: -1 | C: 3 | D: -0.3 | E: 6 | F: 107 | G: -1 | H: 103 | I: 15 | J: 23 | K: 106

17: COc1ccc2c(C)cc(SCC(=O)N3CCOCC3)nc2c1
  A: 3 | B: 4 | C: 9 | D: 1.0 | E: 18 | F: 99 | G: -1 | H: 100 | I: · | J: 14 | K: 96

18: CC(=O)Nc1ccc(S(=O)(=O)NCC(=O)NCCc2ccc(S(N)(=O)=O)cc2)cc1
  A: -1 | B: 0 | C: 23 | D: 0.0 | E: 11 | F: 102 | G: -1 | H: 104 | I: -1 | J: -2 | K: 104

19: Nc1cc(-c2ccc(Cl)cc2)nn1-c1ccccc1
  A: -16 | B: 5 | C: 13 | D: 0.6 | E: 13 | F: 104 | G: -5 | H: 96 | I: 5 | J: 27 | K: 101

20: CCC(=O)NC(=S)Nc1cccc(NC(=O)c2ccccc2)c1
  A: -44 | B: 18 | C: 12 | D: 1.5 | E: 21 | F: 104 | G: 1 | H: 105 | I: -3 | J: 10 | K: 106

Three entries from above, with values under each structure.
Second line of a record: Mcl1 Bid PPI | ABCG2 block | Avidin fluor | ABCB1 inh | GSH bead fluor | RGS4-Gao reg | Mcl-1 Bim block | RGS7-Gao reg | Pf gametocyte | Mcl1-Noxa inh | RGS8-Gao reg
[14] CCOC(=O)c1c(NC(=O)C2CCN(S(=O)(=O)c3ccc(Cl)cc3)CC2)sc2c1CCCC2
    -20 | 33 | 21 | 0.6 | 11 | 99 | 0 | 100 | · | -67 | 101
[11] CN(C(=O)COC(=O)/C=C/c1ccc(S(=O)(=O)N2CCc3ccccc32)cc1)C1CCS(=O)(=O)C1 (stereo unspecified)
    -13 | 1 | 10 | -0.2 | 15 | 102 | -1 | 103 | 5 | 7 | 101
[16] COc1ccc(/C=N/OCC(=O)N(Cc2ccccc2)c2ccccc2C(=O)O)cc1
    -15 | -1 | 3 | -0.3 | 6 | 107 | -1 | 103 | 15 | 23 | 106

(listing goes on)
Keys – A = Mcl1 Bid PPI; B = ABCG2 block; C = Avidin fluor; D = ABCB1 inh; E = GSH bead fluor; F = RGS4-Gao reg; G = Mcl-1 Bim block; H = RGS7-Gao reg; I = Pf gametocyte; J = Mcl1-Noxa inh; K = RGS8-Gao reg
21: O=C(NCCOc1ccccc1-c1ccccc1)c1ccco1
  A: -32 | B: 9 | C: 10 | D: 0.7 | E: 11 | F: 100 | G: -1 | H: 98 | I: -19 | J: 14 | K: 100

22: CCOC(=O)N1CCN(Cc2nc(-c3ccc(C)cc3)no2)CC1
  A: -20 | B: 0 | C: 11 | D: -0.2 | E: 15 | F: 101 | G: 4 | H: 103 | I: · | J: -16 | K: 103

23: COc1ccc2[nH]c(=O)c(CN(Cc3ccc(C)cc3)Cc3nnnn3CC3CCCO3)cc2c1 (stereo unspecified)
  A: 12 | B: 10 | C: 10 | D: 1.3 | E: 16 | F: 97 | G: -3 | H: 93 | I: · | J: -2 | K: 99

24: O=C(COC(=O)c1ccccc1C(=O)c1ccc(Cl)cc1)NC(c1ccccc1)c1ccccc1
  A: -5 | B: 21 | C: 3 | D: 2.4 | E: 14 | F: 96 | G: -1 | H: 98 | I: · | J: -53 | K: 89
